Source: PubChem BioAssay
MT1-MMP act inh – inhibitors of human MT1-MMP activation. GFP/RFP ratio change, % at 20 µM. hit rate 0.061% among 360,000. HT1080 RFP-PRO-GFP cells, GFP/RFP ratio fluorescence, overnight; percent of plate control window, DMSO zero;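 active = GFP/RFP ratio change of at least 30% with cell ATP level not reduced by more than half and red fluorescence within 50% of control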; also: strong numbers were not always called active
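Material: RFP-PRO-GFP reporter HT1080 cells. Dosing: single-point 20 µM compound, 1% DMSO. Controls: DMSO and RFP-L50D-GFP cell wells. Timing: cells overnight before dosing, compound overnight, 37 °C, 5% CO2. Measure: GFP/RFP fluorescence ratio.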
Neddylation inh – inhibitors of human cullin neddylation; TR-FRET cullin neddylation, biochemical; calls only at 25 µM; hit rate 0.58% among 360,000; AID 651699; in the data active = inhibition above about 36%
Target sequence (P61081 whole entry, looked up): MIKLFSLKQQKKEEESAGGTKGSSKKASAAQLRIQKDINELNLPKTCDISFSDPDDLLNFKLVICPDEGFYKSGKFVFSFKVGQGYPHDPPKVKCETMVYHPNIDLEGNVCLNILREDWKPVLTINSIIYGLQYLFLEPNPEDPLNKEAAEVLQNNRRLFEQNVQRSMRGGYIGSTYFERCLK
Target sequence (Q13564 whole entry, looked up): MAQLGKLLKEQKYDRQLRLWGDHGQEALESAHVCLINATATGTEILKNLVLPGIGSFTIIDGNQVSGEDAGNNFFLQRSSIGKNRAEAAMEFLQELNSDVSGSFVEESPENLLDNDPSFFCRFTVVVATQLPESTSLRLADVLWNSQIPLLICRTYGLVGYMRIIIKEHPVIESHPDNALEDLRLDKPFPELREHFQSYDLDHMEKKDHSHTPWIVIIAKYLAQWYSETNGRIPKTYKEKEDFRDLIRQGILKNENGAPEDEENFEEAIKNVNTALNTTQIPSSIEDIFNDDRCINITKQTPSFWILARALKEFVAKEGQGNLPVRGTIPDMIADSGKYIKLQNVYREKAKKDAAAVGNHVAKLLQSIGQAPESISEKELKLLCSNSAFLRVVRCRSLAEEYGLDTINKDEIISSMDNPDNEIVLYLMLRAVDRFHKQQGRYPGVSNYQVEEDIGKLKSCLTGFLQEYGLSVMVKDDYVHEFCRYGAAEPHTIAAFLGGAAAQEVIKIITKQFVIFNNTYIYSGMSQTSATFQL
PABP1 MLLE inh – inhibitors of microRNA-mediated deadenylation, human PABP1 MLLE binding | P11940 | GST-MLLE / FITC-PAM2 fluorescence polarization | inhibition, % at 20 µM | hit rate 0.36% among 360,000 | AID 588489; in the data active = inhibition above about 35%, passing the limit was not always enough;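 also: plate controls were DMSO wells with GST-MLLE for no effect and wells lacking GST-MLLE protein for full effect; some results filed as inactive read as strong as hits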
CendR NRP1 mod – alters CendR peptide binding to human NRP-1; FAM-RPARPAR peptide binding to NRP-1, fluorescence polarization; inhibition, % at 25 µM; hit rate 0.85% among 360,000; AID 602438;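 active = inhibition or corrected inhibition above about 18%, plus a signal ratio from 0.5 to 1.5, limit read from the data, passing the limit was not always enough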; also: strong numbers were not always called active
bovine MsrA act – activators of bovine methionine sulfoxide reductase A; purified bovine MsrA, absorbance read-out; activation, % at 10.6 µM; hit rate 0.3% among 360,000; in the data active = activation above about 7.5%;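 also: 0% = vehicle and 100% = reference activator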
eLon inh – inhibitors of E. coli Lon protease; hit rate 0.42% among 360,000; purified E. coli Lon protease, fluorescence polarization; P0A9M0; inhibition, % at 7.94 µM; in the data active = inhibition above about 13%, passing the limit was not always enough;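 also: 0% = enzyme with probe and DMSO and 100% = no enzyme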
SKN-1 inh – inhibitors of C. elegans SKN-1 | C. elegans VP596 Pgst-4::GFP/RFP ratio, acrylamide-induced, 24 h | inhibition, % at 21.8 µM | hit rate 0.49% among 360,000 | AID 624304;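 active = interference check ratio from 0.5 to 1.5 plus GFP to RFP signal ratio inhibition reaching or exceeding a fixed threshold, cut at about 30% in these data, passing the limit was not always enough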; also: some compounds called inactive have numbers as strong as hits
FAS-TE inh – inhibitors of human fatty acid synthase thioesterase domain. recombinant FAS-TE, OMFH fluorogenic substrate, fluorescence endpoint. inhibition, % at 15 µM. hit rate 0.67% among 360,000;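 active = compounds whose normalised, plate-corrected inhibition of enzyme fluorescence in the single-dose primary screen is 50% or more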;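 also: 0% = DMSO with enzyme and 100% = substrate without enzyme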
Rin1-Abl PPI inh – human Rin1-Abl interaction inhibition. inhibition, % at 7.35 µM. TR-FRET Rin1/Abl binding, biochemical. P00519+Q13671. AID 588664. hit rate 0.4% among 360,000; in the data active = inhibition above about 5%, passing the limit was not always enough
Starred values were filed as active, the others as inactive; i = inactive; · = not tested or not shown; + = active, no number.

SMILES | MT1-MMP act inh | Neddylation inh | PABP1 MLLE inh | CendR NRP1 mod | bovine MsrA act | eLon inh | SKN-1 inh | FAS-TE inh | Rin1-Abl PPI inh
Cn1c(CCN2CCCC2)nc2cc(NS(=O)(=O)c3ccc(Cl)cc3)ccc21 | -4.6 | i | -31.5 | 6.6 | -3.0 | -15.1 | 5.9 | -0.3 | 1.1
Cn1c(COc2ccc(Cl)cc2Cl)nnc1SCC(=O)NCC1CCCO1 (configuration not stated) | -2.3 | i | -7.5 | 3.7 | -2.1 | 4.6 | -8.3 | -2.0 | 2.2
COc1ccc(CN2CC(=O)N(c3ccc(C)cc3)C2=S)cc1OC | -2.6 | i | -9.4 | -5.5 | -2.0 | -12.2 | 11.6 | -7.1 | -3.3
Cc1oc2cc3oc(=O)c(CCC(=O)NCCCN4CCCC4=O)c(C)c3cc2c1C | 3.1 | · | 4.2 | -0.8 | -4.8 | 7.1 | 0.6 | -2.2 | 4.3
Cc1cc(C)c(C)c(S(=O)(=O)NCc2ccc(C(=O)N3CCCC3)cc2)c1C | -0.5 | i | -1.4 | -8.2 | -1.6 | 2.5 | 0.0 | -5.2 | 5.2
COc1ccc(-c2cc3c(=O)n(CC(=O)NCCCN4CCC(Cc5ccccc5)CC4)ncn3n2)cc1 | 1.7 | · | -6.2 | -0.2 | -0.8 | -2.1 | -8.7 | 3.7 | 5.0
COc1ccc(/C(C)=N/NC(=O)c2cccc(S(=O)(=O)N3CCCC3)c2)c(O)c1 | 7.1 | + | 2.2 | 12.5 | -4.5 | 9.7 | 0.1 | 4.3 | -0.6
Cc1cc(C)n2c(nc3ccccc32)c1C(=O)NN | 4.4 | · | 0.5 | 9.0 | 1.2 | -5.5 | 15.4 | -4.8 | -4.9
Cn1cc(C(F)(F)F)nc1-c1ccc(OCC(O)CNCCOc2ccc(O)c(C(N)=O)c2)cc1 (configuration not stated) | 3.9 | · | -0.1 | -10.2 | 0.9 | -10.1 | -0.8 | 2.8 | -0.8
O=C1CC(N2CCN(c3nc4ccccc4s3)CC2)C(=O)N1c1ccc(F)cc1 (configuration not stated) | 1.0 | i | 2.2 | 0.8 | -0.6 | 5.6 | 15.5 | 0.2 | 1.8
CO/N=C/NC(=O)c1c(OC)ccnc1Oc1cccc(C(F)(F)F)c1 | 0.3 | i | -2.9 | -5.0 | -0.4 | -2.3 | 19.6 | -7.4 | -1.5
NC(=O)c1cc(Cl)ccc1OCC(=O)NC1CC1 | 3.5 | i | -26.0 | 8.1 | -2.5 | -11.4 | -12.8 | -8.3 | -2.6
COC(=O)c1ccc(NC(=O)c2ccc(CN3CCOCC3)cc2)cc1 | -0.8 | i | 11.3 | 6.9 | -11.6 | -8.1 | -10.6 | -8.0 | -3.8
O=C1C2C3C=CC(C3)C2C(=O)N1c1ccncc1 (configuration not stated) | -1.6 | i | 11.3 | -11.9 | -0.6 | 1.2 | 12.7 | -4.9 | -5.6
O=C(CSCc1ccc(F)cc1)N1CCN(c2ccccc2)CC1 | 7.3 | i | 21.5 | -1.5 | -1.1 | 1.4 | 9.2 | 7.9 | 0.6
Cc1cccc(CC(=O)N2CCC(N3CCC(C(=O)N4CCOCC4)CC3)CC2)c1 | 1.3 | i | -5.0 | -0.1 | -2.0 | 5.9 | -1.4 | -4.1 | 3.2
O=C(NCc1ccncc1)[C@@H]1CCCN1C(=O)[C@H]1CCCN1C(=O)c1cccs1 | 0.9 | i | · | -0.2 | -3.5 | 4.2 | 1.3 | -10.0 | ·
COc1ccc(C(=O)c2nccc3cc(OC)c(OC)cc23)cc1OC | -4.8 | i | -10.0 | 26.4* | 2.0 | -12.5 | -0.3 | 13.5 | 13.9*
CC(=O)c1ccc2noc(-c3ccc(Cl)cc3)c2c1 | -1.6 | i | 10.3 | -20.7 | -5.6 | -4.9 | 16.0 | 6.3 | 1.8
CC(NC(=O)c1ccc(Cl)cc1)C(=O)N1CCCCC1 (configuration not stated) | 8.6 | i | 2.1 | -16.2 | -1.4 | -4.4 | -5.8 | -5.3 | -1.2
Cc1ccc(/C=C/C(=O)OCC(=O)Nc2cccnc2Cl)cc1 | 1.7 | i | 9.9 | -2.4 | -1.9 | -5.0 | -11.5 | -0.6 | 1.9
CCOC(=O)C1=C(C)N(C)C(=O)NC1c1ccc(C)s1 (configuration not stated) | 1.0 | i | 7.7 | 3.0 | 6.4 | -3.9 | 5.4 | -6.3 | 1.0
O=c1[nH]c(-c2ccccc2)nc(-c2ccccc2)c1Cl | 0.5 | i | -9.4 | 11.1 | -2.9 | 6.6 | 3.0 | -5.3 | 3.3
OC(c1ccc(F)c(F)c1)c1nc(-c2ccccc2)cs1 (configuration not stated) | 0.8 | i | 16.9 | -5.7 | -4.5 | -5.5 | 4.5 | 11.0 | -0.4

Nothing new here: an excerpt of the list.
SMILES | MT1-MMP act inh | Neddylation inh | PABP1 MLLE inh | CendR NRP1 mod | bovine MsrA act | eLon inh | SKN-1 inh | FAS-TE inh | Rin1-Abl PPI inh
COc1ccc(C(=O)c2nccc3cc(OC)c(OC)cc23)cc1OC | -4.8 | i | -10.0 | 26.4* | 2.0 | -12.5 | -0.3 | 13.5 | 13.9*
CC(=O)c1ccc2noc(-c3ccc(Cl)cc3)c2c1 | -1.6 | i | 10.3 | -20.7 | -5.6 | -4.9 | 16.0 | 6.3 | 1.8
CC(NC(=O)c1ccc(Cl)cc1)C(=O)N1CCCCC1 (configuration not stated) | 8.6 | i | 2.1 | -16.2 | -1.4 | -4.4 | -5.8 | -5.3 | -1.2
Cc1ccc(/C=C/C(=O)OCC(=O)Nc2cccnc2Cl)cc1 | 1.7 | i | 9.9 | -2.4 | -1.9 | -5.0 | -11.5 | -0.6 | 1.9
CCOC(=O)C1=C(C)N(C)C(=O)NC1c1ccc(C)s1 (configuration not stated) | 1.0 | i | 7.7 | 3.0 | 6.4 | -3.9 | 5.4 | -6.3 | 1.0
O=c1[nH]c(-c2ccccc2)nc(-c2ccccc2)c1Cl | 0.5 | i | -9.4 | 11.1 | -2.9 | 6.6 | 3.0 | -5.3 | 3.3
OC(c1ccc(F)c(F)c1)c1nc(-c2ccccc2)cs1 (configuration not stated) | 0.8 | i | 16.9 | -5.7 | -4.5 | -5.5 | 4.5 | 11.0 | -0.4

Other records
SMILES | MT1-MMP act inh | Neddylation inh | PABP1 MLLE inh | CendR NRP1 mod | bovine MsrA act | eLon inh | SKN-1 inh | FAS-TE inh | Rin1-Abl PPI inh
COc1ccc(-c2noc(CCC(=O)Nc3ccc(C)c(C)c3)n2)cc1 | 6.9 | i | -10.3 | -2.5 | -6.9 | -2.5 | 4.7 | 18.6 | -6.2
CC(C)CNC(=O)/C=C/C=C/CCCC/C=C/c1ccc2c(c1)OCO2 | -0.2 | i | 6.7 | 25.2* | -6.1 | 3.1 | -6.8 | -7.2 | 0.2
COc1ccc(Cc2[nH]n3c(=O)c(Cl)c(C)nc3c2-c2ccccc2)cc1 | 2.7 | · | -6.1 | 11.0 | -4.0 | 3.7 | 9.0 | 8.9 | 0.9
Cc1cc([N+](=O)[O-])nn1CCCC(=O)Nc1cc(Oc2ccc(F)cc2)cc([N+](=O)[O-])c1 | 0.5 | i | -6.1 | 5.2 | -5.8 | -3.6 | 8.6 | 28.3 | -1.4
Cc1noc(NS(=O)(=O)c2ccc(N/C=C\C(=O)c3ccncc3)cc2)c1C | -1.4 | i | 0.5 | 0.2 | -1.1 | -3.6 | 18.1 | -8.6 | 2.9
CCOC(=O)N1CCN(C(=O)C[C@@H]2C[C@@]3(C(=O)OC)CC(C)(C)CC=C3N(Cc3ccccc3)C2=O)CC1 | 5.7 | i | · | 13.7 | · | · | 6.5 | · | ·
Nc1nnc(SCC(=O)N2CCN(c3cccc(Cl)c3)CC2)n1-c1ccccc1 | 7.1 | i | -22.1 | -13.7 | -2.8 | -5.6 | 38.4* | -9.8 | -0.2
Cc1ccc(C(=O)NC(=S)Nc2ccc(N3CCOCC3)cc2)c(C)c1 | 1.0 | i | 34.2 | 6.7 | -3.3 | -3.7 | 5.6 | 11.5 | 4.5
Cc1nc(C(F)(F)F)ccc1C(=O)N1CCC1(C)C(=O)NS(=O)(=O)c1ccc(Cl)cc1 (configuration not stated) | -1.3 | i | 0.0 | -15.6 | -1.1 | -1.1 | -3.9 | -9.2 | -0.8
Cc1ccc(CNC(=O)CSc2nc3ccsc3c(=O)n2NC(=O)c2ccccc2)cc1 | -5.5 | i | 21.8 | -18.3 | -1.9 | 3.3 | 4.6 | -4.9 | -1.9
CCN1CCN(CC(=O)N2c3ccccc3Sc3ccccc32)CC1 | 3.6 | i | -3.6 | 10.0 | -8.1 | 2.6 | -13.6 | -0.9 | -2.0
CCN(C(=O)c1cc2cc3ccc(C)cc3nc2o1)c1ccc(OC)cc1 | 5.2 | i | 1.4 | 13.8 | 1.1 | 2.2 | 3.4 | 26.2 | -5.4
CCOC(=O)C1CCCN(Cc2ccc(-c3ccccc3)cc2)C1 (configuration not stated) | 2.7 | i | 5.5 | 9.8 | 0.7 | 4.2 | 14.1 | 12.9 | -1.1
NC(Cc1ccc(C(F)(F)F)cc1)c1csc(Nc2ccc(C(=O)NCc3ccco3)cn2)n1 (configuration not stated) | -2.3 | i | -28.0 | -29.5 | -5.7 | -4.9 | 9.5 | 2.7 | -1.7
O=C(Cc1nnc(NC(=O)c2ccccc2)s1)N/N=C\c1ccc(O)c(O)c1 | -1.9 | i | -10.4 | -70.9 | -5.0 | -6.1 | 9.1 | -4.9 | 2.3
COc1ccc(NC(=O)C2CCOC(C)(C)C2)cc1 (configuration not stated) | 0.3 | i | -11.4 | -1.8 | -5.1 | 4.1 | 12.7 | -9.6 | -0.8
CCCCNc1c(-c2ccc(OC)c(Sc3ccc(OC)cc3)c2)nc2cnccn12 | -8.6 | i | 14.5 | -31.7 | -2.0 | -6.9 | 6.7 | 28.4 | -0.3
COCCN1Cc2cccc(C(=O)Nc3c(C)cccc3C)c2C1=O | 3.3 | i | -7.5 | -4.3 | -7.9 | -13.8 | -7.0 | -8.2 | -5.1
CC(C)c1c(C(=O)N/N=C/c2cccc3ccccc23)nnn1-c1nonc1N | 1.8 | i | 7.3 | 0.7 | -4.7 | 3.7 | -9.1 | 25.7 | -1.8
CCOC(=O)C(=CNc1ccc(NC2=NCC(C)(C)S2)cc1)C(=O)OCC | -1.1 | i | -2.5 | 11.6 | -1.1 | -14.7 | -13.3 | -20.2 | 1.2
Clc1ccc2[nH]c3c(c2c1)CCc1cn[nH]c1-3 | 7.9 | i | -15.9 | 2.1 | -3.0 | 4.5 | 31.8 | -36.0 | 0.8
CC1(C)Cc2c(c(N3CCOCC3)nc3snc(Br)c23)CO1 | -1.0 | i | -2.0 | 7.9 | -2.9 | 6.7 | 9.4 | -2.3 | 2.5
Cc1nn(-c2ccccc2)c(=S)n1-c1ccccc1 | 1.3 | i | -116.8 | 2.5 | -3.4 | 9.7 | 7.8 | -7.2 | 5.5
Cc1ccc(/C=N/NC(=O)c2cccc([N+](=O)[O-])c2)o1 | 1.9 | i | 1.8 | -1.3 | -3.2 | -10.5 | 5.8 | 3.2 | 0.9
COC(=O)Cc1ccc2sc(-c3ccccc3)nc2c1 | 0.4 | i | -0.4 | 0.7 | -7.7 | 3.0 | -7.2 | 11.4 | -1.0

The order is random, and some 4% of all compounds hit somewhere here.
